Screens from PubChem.
FECH inh – inhibitors of human ferrochelatase; P22830; purified FECH, Ni-mesoporphyrin absorbance 550 nm; calls only at 10 µM (by protocol); 20,000 tested, 3.3% active;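 active means enzyme reaction rate more than 3 SD below the solvent-only control wells on the same plate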;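 further: lower slope than DMSO wells means FECH inhibition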
Target sequence (P22830 whole entry, looked up): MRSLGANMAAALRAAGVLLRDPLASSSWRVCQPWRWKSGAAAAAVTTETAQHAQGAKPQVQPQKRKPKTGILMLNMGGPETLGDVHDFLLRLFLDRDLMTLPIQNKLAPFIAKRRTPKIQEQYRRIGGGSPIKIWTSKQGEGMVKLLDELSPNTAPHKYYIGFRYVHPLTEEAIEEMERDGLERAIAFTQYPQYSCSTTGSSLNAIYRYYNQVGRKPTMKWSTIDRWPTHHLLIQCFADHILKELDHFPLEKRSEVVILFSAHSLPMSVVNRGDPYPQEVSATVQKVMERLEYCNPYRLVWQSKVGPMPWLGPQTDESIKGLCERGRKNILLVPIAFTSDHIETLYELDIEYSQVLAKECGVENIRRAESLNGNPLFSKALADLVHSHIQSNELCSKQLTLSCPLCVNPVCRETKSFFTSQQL
Calls only; i = inactive; + = active, no number.

COc1ccc(NC(=O)COc2cc(C)nc(-c3ccc(C)cc3)n2)cc1
  FECH inh = i
CC[C@@]12C[C@H]3C[C@@](O)(C1)C[C@](C(=O)NCc1ccc(O)c(OC)c1)(C3)C2
  FECH inh = i
CC(C)Cc1cc(-c2nccn2CCc2cccnc2)n[nH]1
  FECH inh = i
Cc1nc(N2CCC(CO)(Cc3ccccc3)CC2)cc(-n2cccn2)n1
  FECH inh = i
COC(=O)c1ccc(-c2noc(CN3CC=CC3)n2)cc1
  FECH inh = i
CCC(=O)Nc1ccccc1-c1nnc(SCC(=O)Nc2cccc(Cl)c2)[nH]c1=O
  FECH inh = i
CCc1ccc(S(=O)(=O)NCc2nc3cccnc3n2CCOC)cc1
  FECH inh = i
Cc1ccc(NC(=O)CNCCOc2ccccc2)c(C)c1
  FECH inh = i
Cc1ccc(C2=CC(c3ccc(Cl)cc3)n3nc(NC(=O)c4ccccc4F)nc3N2)cc1 (stereo not given)
  FECH inh = i
COCCCNc1nc(Nc2ccc3c(c2)OCO3)c2cnn(-c3ccccc3)c2n1
  FECH inh = i
CCc1cc(CN(C)C(=O)c2cn3c4c(cccc4c2=O)CC3)on1
  FECH inh = +
COc1cccc(N2CCC(N3[C@@H]4CC[C@H]3CNC(=O)C4)CC2)c1
  FECH inh = i
Cc1cc(C)cc(Nc2nc(NCCN3CCOCC3)nc3c2cnn3-c2ccccc2)c1
  FECH inh = i
CC(CCNC(=O)CC1CCN(S(=O)(=O)c2ccccc2)CC1)N1CCCC1 (stereo not given)
  FECH inh = i
Cc1ccc(C)c(S(=O)(=O)NCc2nc3cccnc3n2Cc2ccccc2Cl)c1
  FECH inh = i
Cc1cccc(-c2cc(N3CCN(S(=O)(=O)c4ccc(F)c(Cl)c4)CC3)ncn2)c1
  FECH inh = i
Cc1cc(N2CCOC(CN)C2)nc(-c2ccccc2)n1 (stereo not given)
  FECH inh = i
Fc1ccc(-c2nccn2CCCc2nn[nH]n2)c(Cl)c1
  FECH inh = i
O=C(c1cn(-c2ccccc2)nn1)N1CCN(CCn2cncn2)CC1
  FECH inh = i
CCCn1ncc(NC(=O)c2ccc(CN3CCNCC3(C)C)cc2)n1
  FECH inh = i
Cc1nnc(SCC(=O)N2CCC(C(O)C(C)C)CC2)s1 (stereo not given)
  FECH inh = i
CCOC(=O)c1c(NC(=O)CN2C(=O)c3ccccc3C2=O)sc2c1CCN(CC)C2
  FECH inh = i
O=C(CN1CCCN(Cc2ccccc2Cl)S1(=O)=O)NCc1ccc(F)cc1
  FECH inh = i
CC1CCN(c2cc(C(C)C)nc3nc(-c4cccnc4)nn23)CC1
  FECH inh = i
CN1Cc2cc(-c3cc(NCCO)nc4[nH]ccc34)ccc2NC1=O
  FECH inh = i

Continued; it opens with the four that closed the last part.
CCOC(=O)c1c(NC(=O)CN2C(=O)c3ccccc3C2=O)sc2c1CCN(CC)C2
  FECH inh = i
O=C(CN1CCCN(Cc2ccccc2Cl)S1(=O)=O)NCc1ccc(F)cc1
  FECH inh = i
CC1CCN(c2cc(C(C)C)nc3nc(-c4cccnc4)nn23)CC1
  FECH inh = i
CN1Cc2cc(-c3cc(NCCO)nc4[nH]ccc34)ccc2NC1=O
  FECH inh = i
Fc1cccc(Nc2nc(N3CCCC3)nc3c2cnn3-c2ccccc2)c1
  FECH inh = i
CCn1c(C2CCN(C(=O)c3cc4c(C)cccc4n3C)CC2)n[nH]c1=O
  FECH inh = i
O=C(CN1c2ccc(Br)cc2-c2ccccc2S1(=O)=O)NCC1CCCO1 (stereo not given)
  FECH inh = +
COC(=O)c1c(NC(=O)CCc2ccccc2)sc2c1CCN(C(C)C)C2
  FECH inh = i
COCCNC(=O)C1CCCN(C2CCN(c3nccnc3C)CC2)C1 (stereo not given)
  FECH inh = i
Cc1nc2nc(CN(C(=O)c3ccc(C(C)(C)C)cc3)c3ccccc3)nn2c(C)c1Cl
  FECH inh = i
COc1ccc(S(=O)(=O)N2CCN(c3nc(C)cc(Nc4ccccc4)n3)CC2)cc1C
  FECH inh = i
O=c1c(Nc2ccc(F)cc2)c(-c2ccc3c(c2)CCCC3)c1=O
  FECH inh = i
CCc1c(C)nc2ncnn2c1Sc1ccc(NC(=O)Cc2cccc(OC)c2)cc1
  FECH inh = i
O=C1CC(c2cccc(Cl)c2)=Nc2ccccc2N1
  FECH inh = i
CCc1ccc(CNC(=O)C2CCCN(S(=O)(=O)N3CCOCC3)C2)cc1 (stereo not given)
  FECH inh = i
O=C(CN1CCC2(CC1)c1ccccc1CC2O)N1CCOc2ccccc21 (stereo not given)
  FECH inh = i
Cc1ccc(S(=O)(=O)N2CCN(c3cc(-c4ccccc4C)ncn3)CC2)cc1C
  FECH inh = i
CCc1nc2nc(C)cc(NCc3ccc4c(c3)OCO4)n2n1
  FECH inh = i
CC(=O)Nc1c2n(c3ccccc13)CC(C)(C(=O)NC1CCCC1)N(Cc1ccccc1C)C2=O (stereo not given)
  FECH inh = i
CCc1[nH]c2ccc(CNC(=O)C3CCCCCN3C)cc2c1C (stereo not given)
  FECH inh = i
COc1ccc(N2C(=O)CCS2(=O)=O)cc1S(=O)(=O)NCCC1=CCCCC1
  FECH inh = i
CC1CN(Cc2ccccc2)c2ccccc2NC1=O (stereo not given)
  FECH inh = i
Cc1cc(C)cc(-n2c(CN3CCN(S(=O)(=O)c4cccc5nsnc45)CC3)nc3cccnc32)c1
  FECH inh = +
COc1cccc(-c2noc(-c3ccc(-c4cccc(O)c4)nc3)n2)c1OC
  FECH inh = i
CCOc1ccc(C(=O)N2CC[C@@H](c3sccc3C)[C@H](O)C2)o1
  FECH inh = i
CSc1nc(NCCc2ccc(F)cc2)c(C#N)c(-c2ccc(C)cc2)n1
  FECH inh = i
COc1ccc(N2CCCS2(=O)=O)cc1NC(=O)c1cc(Cl)ccc1OC
  FECH inh = i
CC(C)c1nnc2sc(CC3CN(C(C)C)CCO3)nn12 (stereo not given)
  FECH inh = i
CC(C)(C)c1ncc2c(n1)CN(C(=O)Cn1nc3ccccc3n1)C2
  FECH inh = i

COc1ccc(NC(=O)NCCc2nc3cccnc3n2-c2ccccc2)cc1OC
  FECH inh = i
Cc1ccn(CCCn2cnc(-c3ccccc3)c2-c2cccnc2)n1
  FECH inh = i
O=c1c2c3c(sc2ncn1CCCc1nc2ccccc2s1)CNCC3
  FECH inh = i
O=C(O)CN1CCOC(CCc2ccccc2)C1 (stereo not given)
  FECH inh = i
Cc1cc(N2CCNC(C(=O)O)C2)nc(-c2ccccc2)n1 (stereo not given)
  FECH inh = i
CCOc1ccc(Cn2c(CNS(=O)(=O)c3ccc(C(C)(C)C)cc3)nc3cccnc32)cc1
  FECH inh = i
Cc1cc(C)c2c(c1)NC(=O)C2CC(=O)N1CCc2nc[nH]c2C1 (stereo not given)
  FECH inh = i
Cc1cnc(-c2n[nH]c(C3CC3)n2)cn1
  FECH inh = i
NC(=O)[C@@H]1CCCN1Cc1cn[nH]c1-c1ccc(F)cc1
  FECH inh = i
CC(C)Cc1ncc2c(n1)CN(C(=O)Cn1cncn1)C2
  FECH inh = i
CCN(CCc1nc2ccc(C)cc2[nH]1)C(=O)c1ccc2ncccc2c1
  FECH inh = i
O=S(=O)(NCc1nc2cccnc2n1C1CCCC1)c1ccc(Cl)cc1
  FECH inh = i
CCc1ccc2oc(=O)cc(CN3CCC(Oc4cccnc4)CC3)c2c1
  FECH inh = i
O=C(N[C@H]1CCC[C@H]1Cc1ccc(F)cc1)C(=O)c1ccco1
  FECH inh = i
CCOC(=O)c1c(NC(=O)C2=COCCO2)sc2c1CCN(Cc1ccccc1)C2
  FECH inh = i
CCc1c(C)nc(SCc2nc(-c3ccc(OC(C)C)cc3)oc2C)[nH]c1=O
  FECH inh = i
COc1ccc(OC)c(CNC(=O)c2cc3n(n2)CC(C)(C(=O)NCc2ccc(C)cc2)N(C)C3=O)c1 (stereo not given)
  FECH inh = i
CC(C)n1cc(C(=O)N2CCc3c(nc[nH]c3=O)C2)cn1
  FECH inh = i
COC1CCN(S(=O)(=O)N2CC(c3ccccn3)C2)CC1
  FECH inh = i
Cc1cc(N2CCCC2)nc(Nc2ccc(NC(=O)CCC3CCCC3)cc2)n1
  FECH inh = i
CC(=O)NCC1CCC2(CCN(c3nccc(CCC(F)(F)F)n3)CC2)O1 (stereo not given)
  FECH inh = i
O=C(CCc1ccccc1)Nc1nc2n(n1)C(c1ccccc1)C=C(c1ccccc1)N2 (stereo not given)
  FECH inh = i
Cc1nn(C)c(Cl)c1CN1CCN(c2nnc(C(F)(F)F)s2)CC1
  FECH inh = i
CCn1c(=O)n(Cc2ncc(C)c(OC)c2C)c(=O)c2cnc(-c3ccc(OC)cc3)nc21
  FECH inh = i
Cc1cccnc1CC(C)N(C)C(=O)c1ccc(-n2cnnn2)cc1 (stereo not given)
  FECH inh = i

Fc1ccc(Cn2ncc3c2CN(c2ccc4ccccc4n2)C3)cc1
  FECH inh = i
CSc1nc(NCCC2=CCCCC2)c(C#N)c(-c2ccccc2)n1
  FECH inh = +
COc1ccccc1-c1cccc(C(=O)N(C)Cc2cnc(N)nc2)c1
  FECH inh = i
CC1CCN(S(=O)(=O)c2ccc3nc(Nc4ccc(S(N)(=O)=O)cc4)ccc3c2)CC1
  FECH inh = i
CN1CC(=O)N2C[C@H](NC(=O)CCc3cccnc3)C[C@H]2C1=O
  FECH inh = i
CC(C)c1nccn1Cc1cc(C(=O)NC2CC(C)(C)NC(C)(C)C2)n[nH]1
  FECH inh = i
COc1ccc(C(=O)Nc2ccc(Nc3nc(C)cc(Nc4ccc(C)cc4)n3)cc2)cc1
  FECH inh = i
O=C(CC1NC(=O)c2ccccc21)NCc1ccc2c(c1)CCCO2 (stereo not given)
  FECH inh = i
COc1ccccc1-c1cc2n(C)c(C)c(CCC(=O)Nc3cccc(F)c3)c(=O)n2n1
  FECH inh = i
CCN(Cc1ccccc1)C(=O)c1cc(COc2cncc(Cl)c2)on1
  FECH inh = i
CCC(=O)NCCn1cnc(-c2ccccc2)c1-c1ccc2nonc2c1
  FECH inh = i
COC(C)c1nncn1-c1cccc(C(F)(F)F)c1 (stereo not given)
  FECH inh = i
CCOc1ccc(OCC(=O)Nc2cc(C)nn2-c2ncnc3c2cnn3-c2ccc(F)cc2)cc1
  FECH inh = i
COc1cccc(NC(=O)c2cccc(NC(=O)C(C)N3CCCC3)c2)c1 (stereo not given)
  FECH inh = i
CCC(NC(=O)Cn1nc(C(F)F)cc1C)c1ccnn1C (stereo not given)
  FECH inh = i
CCC(=O)Nc1ccccc1-c1nnc(SC(CC)C(=O)Nc2cccc(C(C)=O)c2)[nH]c1=O (stereo not given)
  FECH inh = i
c1ccc2ncc(-c3ccc(CN4CCCC4)cn3)cc2c1
  FECH inh = i
Cc1noc(CN(C)C(=O)C(C)Oc2ccc3oc(=O)cc(C)c3c2)n1 (stereo not given)
  FECH inh = i
COc1ccc(NC2=NC(C(=O)Nc3ccc4c(c3)OCO4)CC(=O)N2)cc1 (stereo not given)
  FECH inh = i
CN(Cc1ccno1)C(=O)c1csc(Cc2ccccc2)n1
  FECH inh = i
CCC1CN(C(=O)c2ccc3n[nH]nc3c2)CCC(=O)N1Cc1ccccc1 (stereo not given)
  FECH inh = i
NS(=O)(=O)c1ccc(CCNC(=O)CCn2cnc3c([nH]c4ccc(F)cc43)c2=O)cc1
  FECH inh = i
O=C1N(CCCc2ccccc2)CCCC1(O)CNC1CCC(O)CC1 (stereo not given)
  FECH inh = i
CN(C)Cc1cccc(C(=O)Nc2ccc3c(c2)CC(=O)N3)c1
  FECH inh = i
CCc1cc(NCc2ccccc2C)n2nc(-c3cccnc3)nc2n1
  FECH inh = i

c1ccc(Cc2cn[nH]c2C2CCNCC2)cc1
  FECH inh = i
CC(=O)Oc1c(C)cc(CN(C)C(C)c2nccs2)cc1C (stereo not given)
  FECH inh = i
CCn1cnnc1CCNC(=O)c1cn(Cc2ccccc2F)nn1
  FECH inh = i
CC(c1ccon1)N(C)C(=O)CCNC(=O)c1ccccc1F (stereo not given)
  FECH inh = i
Cc1ccc(Cl)c(C(=O)NC(C(=O)O)c2c(C)n[nH]c2C)c1 (stereo not given)
  FECH inh = i
CCCc1nc2nc[nH]n2c(=O)c1NC(=O)Nc1ccc(C(=O)OCC)cc1
  FECH inh = i
CN(C)CC1(O)CCCN(C(=O)CCn2ccccc2=O)C1 (stereo not given)
  FECH inh = i
Cc1ccc2nc(CN(C)Cc3c(C)nn(C)c3Cl)[nH]c2c1
  FECH inh = i
Cc1nc(NCC2CCN(C3CCCC3)CC2)c2cnn(C)c2n1
  FECH inh = i
c1cncc(Cc2nnc3n2CCN(c2nccc(C4CCCC4)n2)CC3)c1
  FECH inh = i
C=CCc1ccccc1OCCN(C)C(=O)c1c[nH]c2c(C)cccc2c1=O
  FECH inh = i
COC(C)(C)CC(C)NCc1nc(-c2ccccc2C)no1 (stereo not given)
  FECH inh = i
O=S(=O)(NCc1cnn2ccccc12)c1ccccc1F
  FECH inh = i
Cc1cc(Nc2ccc(OC(=O)CC(C)C)cc2)n2nc(-c3cccnc3)nc2n1
  FECH inh = i
Cc1cc(C)c(NC(=O)CN2CCN(Cc3ccc(F)cc3)S2(=O)=O)c(C)c1
  FECH inh = +
CCn1ccnc1CN1CCC(CNC(=O)c2ncccc2C)C1 (stereo not given)
  FECH inh = i
Cc1ccc(C2(O)CCN(Cc3ccc4onc(C)c4c3)CC2)nc1
  FECH inh = i
Cc1cccc(CN2CCCN(CC(=O)Nc3ccc(C)cc3C)S2(=O)=O)c1
  FECH inh = +
CC(NC1CCCC1)c1nc(-c2ccncc2)no1 (stereo not given)
  FECH inh = i
COCc1ncc(CN2CC[C@@H](c3ccc(F)cc3)[C@H](O)C2)cn1
  FECH inh = i
Cc1nc(C2CCNCC2)cc(N2CCc3c([nH]c4ccccc34)C2)n1
  FECH inh = i
NC1(C(=O)O)CCN(Cc2cnc(C3CCCCC3)nc2)C1 (stereo not given)
  FECH inh = i
O=C(CN1CCN(Cc2ccccc2Cl)S1(=O)=O)Nc1ccc(Br)cc1
  FECH inh = i
Cn1c(=O)c2c(-c3ccc(F)cc3)c(NCc3ccccc3)oc2n(C)c1=O
  FECH inh = i
O=C1CCC2(CCN1)CCN(C(=O)Cc1ccc(O)c(Cl)c1)CC2
  FECH inh = i
CCOc1ccccc1C(=O)Nc1ccccc1Sc1c(C)c(C)nc2nc(-c3ccccc3)nn12
  FECH inh = i

2 successive compounds out of the list so far, for reference:
O=C1CCC2(CCN1)CCN(C(=O)Cc1ccc(O)c(Cl)c1)CC2
  FECH inh = i
CCOc1ccccc1C(=O)Nc1ccccc1Sc1c(C)c(C)nc2nc(-c3ccccc3)nn12
  FECH inh = i

A portion of the library; rates above refer to the full screens.
